Hck Nef HTS = inhibitors of human Hck kinase activated by Nef; P08631; Recombinant Hck-YEEI plus Nef, Z-Lyte FRET kinase assay; 220,000 tested, 0.68% active; inhibition, % at 20 µM;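 active means Hck-Nef kinase inhibition above about 50%, limit read from the data; inactive means inhibition below that limit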;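 further: 0% = DMSO with Hck plus Nef and 100% = Hck alone without Nef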
Target sequence (P08631 whole entry, looked up): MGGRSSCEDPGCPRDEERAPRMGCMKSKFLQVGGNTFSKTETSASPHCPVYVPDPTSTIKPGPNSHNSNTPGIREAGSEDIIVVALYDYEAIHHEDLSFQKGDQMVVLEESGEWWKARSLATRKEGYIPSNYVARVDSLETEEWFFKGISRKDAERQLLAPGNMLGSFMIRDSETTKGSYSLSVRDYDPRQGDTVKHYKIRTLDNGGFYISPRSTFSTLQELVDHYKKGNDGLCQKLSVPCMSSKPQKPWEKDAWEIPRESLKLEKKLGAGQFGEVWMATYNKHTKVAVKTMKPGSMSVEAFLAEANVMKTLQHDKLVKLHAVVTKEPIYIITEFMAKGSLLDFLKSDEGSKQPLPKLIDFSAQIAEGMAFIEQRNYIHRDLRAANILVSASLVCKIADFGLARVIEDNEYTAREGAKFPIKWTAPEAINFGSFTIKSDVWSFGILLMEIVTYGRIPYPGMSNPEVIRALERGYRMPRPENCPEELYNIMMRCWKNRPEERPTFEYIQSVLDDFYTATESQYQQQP
EP2 mod = modulators of human EP2 prostaglandin E2 receptor; AID 940; P43116; EP2-expressing cells, cAMP HTRF FRET, PGE2 co-stimulation; induction, % at 25 µM; 260,000 tested, 0.83% active;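 active means compounds whose cAMP rise, as percent of the full-agonist control response, exceeds 60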;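 further: rat C6 glioma line stably carrying human EP2 under a CMV promoter; the protocol text gives 20 µM as final concentration; 100% = response of wells given 1 µM PGE2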
L929 necroptosis = L929 zVAD cell death inhibition. L929 zVAD necroptosis rescue, ATP luminescence, 24 h; with zVAD 60 µM. viability rescue, % at 10 µM. 220,000 tested, 0.38% active;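 active means activation, scaled between plate controls, above about 75%, limit read from the data; inactive means activation under that limit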;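 further: 0% = zVAD with DMSO and 100% = DMSO alone without zVAD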
Rad51 HR inh = blocks human Rad51 in homologous recombination; AID 1385; hRad51 DNA strand exchange, fluorescence dequenching; inhibition, % at 10 µM; 200,000 tested, 0.085% active; Q06609;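 active means inhibition above 40% at the single screening dose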;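 further: 0% = DMSO control wells and 100% = blanks with heterologous ssDNA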
Target sequence (Q06609 whole entry, looked up): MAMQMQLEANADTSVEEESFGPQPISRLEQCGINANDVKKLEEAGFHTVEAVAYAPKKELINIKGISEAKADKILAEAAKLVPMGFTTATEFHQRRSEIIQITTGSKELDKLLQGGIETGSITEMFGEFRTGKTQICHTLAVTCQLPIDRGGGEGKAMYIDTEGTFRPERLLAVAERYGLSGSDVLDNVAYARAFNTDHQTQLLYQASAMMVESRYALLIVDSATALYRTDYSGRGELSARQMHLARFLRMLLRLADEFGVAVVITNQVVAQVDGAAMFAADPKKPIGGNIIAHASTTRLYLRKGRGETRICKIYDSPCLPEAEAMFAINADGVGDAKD
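Assay system: Human Rad51 nucleoprotein filaments preassembled on unlabelled ssDNA | Reagent: Donor/quencher-labelled 47-bp dsDNA substrate | Doses: One concentration, 10 µM final | Times: 37 °C 15-min filament assembly, 30-min compound preincubation, 15-min exchange | Technique: Fluorescein emission 520 nm, excitation 485 nm | Benchmarks: Plate control and blank wells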
eIF4E 4G PPI = eIF4E/eIF4G interaction inhibition in translation initiation; TR-FRET eIF4E-eIF4GI(517-606) binding, 2 h; inhibition, % at 21.7 µM; 220,000 tested, 0.37% active; AID 782;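 active means inhibition above about 30%, limit read from the data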;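 further: 0% = full FRET control wells and 100% = background wells lacking eIF4GI fragment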
Calpain2 inh = calpain II (pig) inhibition. purified calpain II, fluorogenic peptide substrate, 30 min. inhibition, % at 16 µM. 220,000 tested, 0.37% active;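 active means inhibition above about 50%, limit read from the data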
Tb hexokinase = blocks Trypanosoma brucei hexokinase 1 activity. recombinant TbHK1, G6PDH-coupled NADH A340. inhibition, % at 10 µM. 220,000 tested, 0.11% active. AID 1430;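 active means inhibition of 50% or more in the single-dose primary screen; inactive means inhibition below 50%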
PGE2 EP2 inh = EP2 receptor (human) inhibition. 260,000 tested, 0.52% active. AID 1422. P43116. inhibition, % at 25 µM. C6 glioma cells expressing human EP2, cAMP TR-FRET; cells stimulated with saturating PGE2;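 active means percent inhibition above 40 after rounding to a whole number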;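 further: rat C6 glioma host cells with rolipram phosphodiesterase inhibitor present; the protocol text gives 20 µM as final concentration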
14-3-3 Bad PPI = disrupts binding of bovine 14-3-3 zeta to phospho-Bad peptide | TR-FRET 14-3-3zeta/Dy647-pBad peptide displacement, 1 h | 220,000 tested, 0.71% active | inhibition, % at 21.7 µM | P63103 | AID 781;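 active means inhibition above about 70%, limit read from the data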;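 further: 0% = full 14-3-3 plus peptide FRET controls and 100% = background without 14-3-3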
* = called active by the depositor; . = not tested or not shown; & = joins results of further samples; [ ] = another dose, or the depositor's remark. The list is partial; the hit share may differ from the screen's.

SMILES	Hck Nef HTS	EP2 mod	L929 necroptosis	Rad51 HR inh	eIF4E 4G PPI	Calpain2 inh	Tb hexokinase	PGE2 EP2 inh	14-3-3 Bad PPI
COc1ccc(OC)c(N=c2oc3cc(O)ccc3cc2C(N)=O)c1	21	47	57	-1	0	-101	6	7	-6[fluorescence artefact?]
CCOC(=O)Cc1csc(NC(=O)c2cc(C)cc(C)c2)n1	-3	20	4.3	-4	-4	4	-2	7	-2
CCOC(=O)c1c(C2CC2)csc1NC(=O)COC(=O)CCS(=O)(=O)c1ccc(C)cc1	4	22	-0.3	-44	-2	19	-5	8	1[fluorescence artefact?]
O=C(NC1CCCC1)C(c1cccs1)N(C(=O)c1ccno1)c1ccccc1 (stereo not drawn)	-1	36&5	0.1	-2	1	-11	-3	14&20	-11
NC(=O)Cc1ccc(C(=O)c2ccc(Cl)cc2Cl)s1	23	-6	-0.5	6	14	-23	-2	5	-4
CCCCNC(=S)Nc1ccc2cn[nH]c2c1	4	13	1.3	-12	12[fluorescence artefact?]	10	-5	2	-17[fluorescence artefact?]
Cc1cccc(-c2nsc(SCC(=O)Nc3nccs3)n2)c1	0	3	2.9	5	7	-40	-9	10	-9
CC(CCc1ccccc1)C(=O)NO (stereo not drawn)	3	-14	1.3	-6	-3	-29	-3	6	0[fluorescence artefact?]
O=C(NCc1ccc2c(c1)OCO2)C1CCN(S(=O)(=O)c2ccc(Br)s2)CC1	-1	-19	-0.4	2	-1	-6	-5	13	-7
CC(C)(C)OC(=O)C1C(=O)CC(C)(O)C(C(=O)OC(C)(C)C)C1c1cccnc1 (stereo not drawn)	-1	13	-0.1	2	-1[fluorescence artefact?]	-22	-2	8	80*
CC1(C)CC(=O)C(C=NCCCO)=C(O)C1	-3	11	-0.5	-2	0	24	38	7	16
CSC(=Nc1ccccc1)Nc1ccccc1	7	2	0.5	1	0	3	-7	-1	0
CCCNC(=S)Nc1ccc2nc(-c3ccccn3)c(-c3ccccn3)nc2c1	1	-3	-0.1	.	1	-143	-14	.	-5
CCOC(=O)C1CC(C)=C(C)CC1C(=O)O (stereo not drawn)	14	-1	0.7	7	0	-7	-12	12	-5
Cc1ccc(N(C(C)C(=O)O)S(=O)(=O)c2cccnc2)cc1 (stereo not drawn)	2	-13	1.7	1	1[fluorescence artefact?]	0	-1	4	0
N/C(=N\OC(=O)C(c1ccccc1)c1ccccc1)c1cccnc1	-1	16	0.0	-1	-2[fluorescence artefact?]	0	0	1	4[fluorescence artefact?]
COc1ccc(Br)cc1/C=N/Nc1ccc(Cl)c(C(=O)O)c1	0	20	12	9	3	-11	-7	6	3
O=C(O)c1cnc(-c2ccccc2)nc1Sc1ccc(Cl)cc1Cl	4	19	0.9	-4	0	-41	-2	9	15
COC(=O)Nc1ccc(S(=O)(=O)Nc2cccc3ccccc23)cc1	1	-1	-0.3	-28	2	-9	2	10	3
COc1cccc(C(C(=O)NC2CCCCC2)N(C(=O)c2cccs2)c2ccc3c(c2)OCO3)c1 (stereo not drawn)	-2	33&37	0.1	-7	2[fluorescence artefact?]	-26	-5	5&10	-2

Sorted by length of the SMILES (high to low): 3 of the compounds above.
SMILES	Hck Nef HTS	EP2 mod	L929 necroptosis	Rad51 HR inh	eIF4E 4G PPI	Calpain2 inh	Tb hexokinase	PGE2 EP2 inh	14-3-3 Bad PPI
COc1cccc(C(C(=O)NC2CCCCC2)N(C(=O)c2cccs2)c2ccc3c(c2)OCO3)c1 (stereo not drawn)	-2	33&37	0.1	-7	2[fluorescence artefact?]	-26	-5	5&10	-2
CCCNC(=S)Nc1ccc2nc(-c3ccccn3)c(-c3ccccn3)nc2c1	1	-3	-0.1	.	1	-143	-14	.	-5
Cc1ccc(N(C(C)C(=O)O)S(=O)(=O)c2cccnc2)cc1 (stereo not drawn)	2	-13	1.7	1	1[fluorescence artefact?]	0	-1	4	0

(next part)
SMILES	Hck Nef HTS	EP2 mod	L929 necroptosis	Rad51 HR inh	eIF4E 4G PPI	Calpain2 inh	Tb hexokinase	PGE2 EP2 inh	14-3-3 Bad PPI
Cc1[nH]c2ccccc2c1C(=O)C(=O)NCc1cccs1	22	-74	1.5	9	1	2	-11	1	1
Cc1cc(SCC(=O)Nc2cccnc2Cl)nc2ccccc12	22	67*	1.0	-2	3	25	-5	4	14
CC(=O)c1ccc(NC(=S)N2CC(C)CC(C)C2)cc1 (stereo not drawn)	2	-1	0.7	-10	-3	8	-4	7	-10
Cn1c(N2CCOCC2)nc2c1c(=O)n(Cc1ccc(Cl)c(Cl)c1)c(=O)n2C	13	10	-0.1	-49	-2	-4	-4	11	-1[fluorescence artefact?]
COCCNc1oc(-c2ccc(C)cc2)nc1C#N	0	-41	0.8	.	-6	-437	-22	.	-16
O=C(CN(C(=O)Cn1nnc(-c2cccs2)n1)c1cnc2ccccc2c1)NCC1CCCO1 (stereo not drawn)	-1	14	0.0	-2	4	10	4	-8	-8
O=C(CCOc1ccccc1)Nc1cccc(S(=O)(=O)Nc2ccccc2Cl)c1	0	3	0.4	-7	2	-23	6	5	6
O=C1CCC(=O)N1c1nc2nc(-c3ccccc3)cc(-c3ccccc3)n2n1	-1	-14	2.0	9	4[fluorescence artefact?]	-171	-15	11	1[fluorescence artefact?]
c1ccc(OCCSc2nnc3sc4ccccc4n23)cc1	1	-8	-0.1	13	-6	-3	3	4	7
Cc1ccc(CNc2nc(-c3cccs3)nc3ccccc23)cc1	-2	27	0.3	5	5	20	1	6	-1
CC(=O)c1cccc(N(CC(=O)O)S(C)(=O)=O)c1	0	39	0.1	-3	3[fluorescence artefact?]	-19	1	7	8[fluorescence artefact?]
O=C(CSCc1ccc([N+](=O)[O-])cc1)NCCSCc1ccccc1	2	-6	0.4	-10	0	-6	0	-3	-5
O=C(c1ccc([N+](=O)[O-])cc1)n1nc(-c2ccccc2)nc1NCc1ccc(F)cc1	-2	18	4.2	-1	-1	0	-3	11	1
CCOC(=O)c1sc2nc(C)c([N+](=O)[O-])c(COC)c2c1N	1	39	-0.3	.	-6	9	-4	3	-1
O=C1CSC(=NC(=O)c2ccccc2)N1	-1	13	0.0	7	4[fluorescence artefact?]	-9	4	-1	-11[fluorescence artefact?]
Fc1ccc(Nc2nnc(C(F)(F)F)s2)cc1	12	-22	0.3	23	2	8	-9	8	-6
COc1cc(C=O)ccc1OCc1ccccc1Br	3	65*	0.5	8	0	-3	2	5	-11[fluorescence artefact?]
COc1cc(OC)c2ccc(=O)oc2c1C(CCN1CCCC(C)C1)c1ccc2c(c1)OCO2 (stereo not drawn)	35	14	-0.3	-2	-5	-23	-19	-3	-5
CCNC(=O)C(=O)NCC1OCCCN1S(=O)(=O)c1cccs1 (stereo not drawn)	-1	7	-0.2	.	1	1	-7	2	-6
Cc1cc(Nc2cc(C)on2)n2ncnc2n1	3	2	5.0	2	-5	11	-9	4	7
FC(F)(F)c1cnc(-c2cnc(-c3ccccn3)nc2)c(Cl)c1	17	-27	1.4	2	8	11	18	16	12
CN(C)c1ccc(/C=N/OC(=O)Nc2ccccc2Cl)cc1	11	-34	2.4	5	-3	-5	-12	1	-8
O=C(CSc1nc2ccccc2c(=O)n1-c1cccc(C(F)(F)F)c1)NC1CC1	-1	29	-1.4	0	.	-15	-1	13	.
CCC(=O)NC(Nc1sc2c(c1C(=O)OC)CCN(C)C2)(C(F)(F)F)C(F)(F)F	6	2	0.1	-1	4[fluorescence artefact?]	-27	-5	7	-2
CN(C)C(=S)Nc1ccc(Cl)cc1	6	-13	1.2	-3	-4	3	44	2	-2
CCCCCCn1cnc2c(c1=O)c1nc3ccccc3nc1n2/N=C/c1ccco1	7	8	0.7	6	-15	-181	-31	11	8
Cc1ccccc1N=C/C=C1/C=C(c2ccccc2)OC(C)(C)O1	12	45	1.8	-2	-2[fluorescence artefact?]	37	-43	2	40
COc1cc(/C=C/C(=O)OC2CC3CCC2(C)C3(C)C)ccc1O (stereo not drawn)	10	46	1.4	-5	-14	29	-26	12	-1
Cc1cccc(OCc2nnc(SCC(=O)c3cccs3)n2C)c1C	1	-32	-0.1	4	8[fluorescence artefact?]	9	-5	5	-6
OCCC1CN(Cc2nc3c(s2)CCCC3)CCN1Cc1ccsc1 (stereo not drawn)	10	-22	-0.1	-6	0	11	2	8	-7
CCOC(=O)/C=c1\s/c(=C\c2ccc3c(c2)OCCO3)c(=O)n1CC(=O)NCC1CCCO1 (stereo not drawn)	34	5	-0.2	-9	-28	-104	-10	11	-4
Fc1ccc(-c2cnn3c(-c4cccs4)ccnc23)cc1	-9	-13	1.2	-6	8	-20	-6	5	-2
CCOC(=O)N1CCN(Cc2nc3c(c(=O)n(C)c(=O)n3C)n2Cc2ccc(F)cc2)CC1	20	4	-0.1	-5	2	7	-7	7	10
CC(C)(O)C(=O)N=Nc1c(O)[nH]c2ccccc12	18	4	5.9	-4	-2	1	-20	20	-10
O=C(C1CCCCC1)N(CCN1CCCC1)c1nc2ccccc2s1	2	7	-0.3	.	3	-19	5	.	-10
CC(C)C(=O)Nc1ccccc1C(=O)OCC(=O)c1ccc2c(c1)OCCO2	-4	5	-0.7	-8	2	28	2	5	8
O=C(NC12CC3CC(CC(C3)C1)C2)C12CC3CC(C1)CC(n1cnc(Cl)n1)(C3)C2	0	-7	0.3	-14	3	23	-3	7	-9
Cc1nc2ccc(C(C(F)(F)F)(C(F)(F)F)C(F)(F)F)cc2[nH]1	7	15	0.8	1	0	-15	-8	18	2
CSc1ccccc1C(=O)NC1CCCC1	-2	1	1.0	-2	4[fluorescence artefact?]	-3	-2	9	8[fluorescence artefact?]

Structural class, the entries above containing an aryl thioether with sulfur outside any ring.
SMILES	Hck Nef HTS	EP2 mod	L929 necroptosis	Rad51 HR inh	eIF4E 4G PPI	Calpain2 inh	Tb hexokinase	PGE2 EP2 inh	14-3-3 Bad PPI
Cc1cccc(-c2nsc(SCC(=O)Nc3nccs3)n2)c1	0	3	2.9	5	7	-40	-9	10	-9
O=C(O)c1cnc(-c2ccccc2)nc1Sc1ccc(Cl)cc1Cl	4	19	0.9	-4	0	-41	-2	9	15
Cc1cc(SCC(=O)Nc2cccnc2Cl)nc2ccccc12	22	67*	1.0	-2	3	25	-5	4	14
c1ccc(OCCSc2nnc3sc4ccccc4n23)cc1	1	-8	-0.1	13	-6	-3	3	4	7
O=C(CSc1nc2ccccc2c(=O)n1-c1cccc(C(F)(F)F)c1)NC1CC1	-1	29	-1.4	0	.	-15	-1	13	.
Cc1cccc(OCc2nnc(SCC(=O)c3cccs3)n2C)c1C	1	-32	-0.1	4	8[fluorescence artefact?]	9	-5	5	-6
CSc1ccccc1C(=O)NC1CCCC1	-2	1	1.0	-2	4[fluorescence artefact?]	-3	-2	9	8[fluorescence artefact?]

Compound activity: PubChem BioAssay, several laboratories
